Screens as filed in PubChem.
TAG inh: inhibitors of triacylglycerol accumulation, primary screen, cell-based, uHTS, fluorescence, H9c2 | H9c2 cells, Nile Red lipid (TAG) fluorescence; cells loaded with 200 µM oleic acid | actives 0.66% (n = 230,000) | inhibition, % at 12.5 µM;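 active = pattern-corrected inhibition of lipid staining of at least 50% with the nuclear-stain viability signal not falling by more than 50%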;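 also: 0% = DMSO wells and 100% = triacsin C control wells; some results filed as inactive read as strong as hits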
TAG inh DAPI viability: recorded beside TAG inh, whose call it bears; DAPI nuclei signal change (viability), lower = more cytotoxic, %;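 whole-well DAPI fluorescence read on a plate reader as a viability signal; minus 50 percent equals half of cells still viable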
Active calls of the source: *.

SMILES	TAG inh	TAG inh DAPI viability
CC(C)NC(=O)CN1C(=O)NC(CCc2ccccc2)C1=O (stereo not drawn)	-5	-3
COC(=O)c1c(-c2cc(OC)cc(OC)c2)sc2ccc(OC)cc12	-10	-13
CCC(=O)N1c2ccccc2NC2=C(C(=O)CCC2)C1c1ccc(N(C)C)cc1 (stereo not drawn)	-20	-1
CCOc1cc(/C=N/NC(N)=O)ccc1OCC(=O)Nc1ccc(C)c(C)c1	6	-14
Cn1ncc([N+](=O)[O-])c1C(=O)Nc1ccccc1Cl	1	18
CCCCCCCCC(=O)Nc1cc(C)ccc1OC	-12	4
COc1ccc(C(=O)OCC(=O)c2ccc3c(c2)NC(=O)CO3)cc1S(=O)(=O)N1CCOCC1	-8	5
CC(C)(C)Cc1nc2ccccc2n1CCc1ccccc1	-28	9
NC(=O)c1cccc(-c2coc3c(C(=O)NCc4cccnc4)cccc23)c1	-9	4
COCCNC(=O)c1nn(-c2cc(OC)cc(OC)c2)c(=O)c2ccccc12	-33	9
CC1CCCCC1NC(=O)C(=O)NCC1CCCO1 (stereo not drawn)	-8	-10
COc1cccc(NC(=O)N2CCCC2C(=O)Nc2ccc3c(c2)OCCO3)c1 (stereo not drawn)	1	5
COC(=O)COc1ccc(NC(=O)c2ccco2)cc1	3	-3
CCCCn1ccc(=O)c2c(C(F)(F)F)nccc21	-16	-6
O=S(=O)(Nc1cccc(-c2cn3c(n2)SCC3)c1)c1ccc(F)cc1F	3	3
O=C(Nc1ccc2c(c1)OCO2)C1Cc2c(-c3cccnc3)ccnc2O1 (stereo not drawn)	-7	-4
O=C(Oc1ccc2c(=O)c(Oc3ccc4ccccc4c3)coc2c1)c1ccco1	-13	3
C=CCC(O)(CC=C)C(C)N (stereo not drawn)	-6	6
COc1ccc(NC(=O)C2CCCN2C(=O)Nc2ccccc2)cc1OC (stereo not drawn)	2	-12
Cc1ccc(OCCCCn2ccnc2C)c(C)c1	-18	-1
c1ccc(CN2CCN(c3nc4ccccc4c4ccccc34)CC2)cc1	-22	21
Cc1cccc(C)c1OCCOC(=O)c1ccc(S(=O)(=O)N2CCCC2)cc1	9	-9
Cc1ccc(S(=O)(=O)NC2CCCc3ccccc32)cc1C (stereo not drawn)	20	-39
O=C(NCCCN1CCCC1=O)c1cccc(S(=O)(=O)N2CCCCC2)c1	-20	6
CC(C)NC(=O)C1(c2ccccc2)CCOCC1	5	-3

Rewritten with each value named: part of the list above
CCCCCCCCC(=O)Nc1cc(C)ccc1OC
  TAG inh: -12
  TAG inh DAPI viability: 4

COc1ccc(C(=O)OCC(=O)c2ccc3c(c2)NC(=O)CO3)cc1S(=O)(=O)N1CCOCC1
  TAG inh: -8
  TAG inh DAPI viability: 5

CC(C)(C)Cc1nc2ccccc2n1CCc1ccccc1
  TAG inh: -28
  TAG inh DAPI viability: 9

(cont.)
SMILES	TAG inh	TAG inh DAPI viability
C[C@H]1[C@H]2c3nc4ccccc4n3C[C@H]1ON2C1CCCCC1	-1	-10
CCN1C(=O)C(C)S/C1=N\S(=O)(=O)c1ccc(Cl)s1 (stereo not drawn)	1	1
CC1Sc2ccc(C(=O)N3CCCC(C(F)(F)F)C3)cc2NC1=O (stereo not drawn)	12	4
CSC(=NNC(=O)c1ccc(O)cc1)SC	6	-4
CSc1ccc(-c2nc(CN(C)C3CCOC3)c(C)o2)cc1 (stereo not drawn)	2	3
COc1ccc2nc(Nc3nc(-c4ccncc4)cs3)sc2c1	36	-9
CSc1ncccc1C(=O)N1CCN(S(=O)(=O)c2ccc3ccccc3c2)CC1	0	8
CCCCSc1nnc(-c2ccccc2NC(C)=O)c(=O)[nH]1	6	-6
C/C(CC(=O)Nc1c(C)cc(C)cc1C)=N\NC(=O)c1cnccn1	-4	-9
CCc1ccc(CN(C)C(=O)c2cc(COc3ccc(OC)cc3Cl)on2)nc1	5	4
COc1cccc(CN(C)C(=O)Cc2ccc(OC)c(S(=O)(=O)N3CCOCC3)c2)c1	10	-7
COc1cc(N=Nc2c(C)n(C)n(-c3ccccc3)c2=O)ccc1N	8	-3
CC(C)OCCCNC(=S)N1CCC(C(=O)c2ccc3c(c2)OCCO3)CC1	11	5
CCOc1cc(C2Nc3ccccc3C(=O)N2c2ccccc2OC)ccc1O (stereo not drawn)	6	3
O=[N+]([O-])c1cc(Oc2cccnc2)cc([N+](=O)[O-])c1	3	4
Cc1ccc(-c2nnc(COC(=O)c3cccs3)o2)cc1	9	-1
Cc1sc(NC(=O)CN2CCOCC2)c(C(=O)c2ccccc2)c1C	-5	9
CCOC(=O)C1CCCN(C2CC(=O)N(c3ccc(C)c(C)c3)C2=O)C1 (stereo not drawn)	4	5
CC(=O)C1=NN(c2ccc(Cl)cc2)C(c2ccc3c(c2)OCO3)N(C(C)=O)N1C (stereo not drawn)	-5	6
COc1ccccc1N1CCN(C(=O)c2cc(C(C)(C)C)oc2C)CC1	3	-1
CCc1ccc(OS(=O)(=O)c2cn(C)c(=O)n(C)c2=O)cc1	-2	1
NC(N)=N/N=C/c1ccccc1Cl	12	-9
O=C(NCC(c1ccco1)N1CCCC1)c1ccc(S(=O)(=O)Nc2ccc(F)cc2)cc1 (stereo not drawn)	-23	0
Cc1cc(=O)[nH]c(NN)n1	4	-9
CS(=O)(=O)N1CCN(Cc2ccc([N+](=O)[O-])cc2)CC1	-1	-1
The list continues.
SMILES	TAG inh	TAG inh DAPI viability
O=S(=O)(c1ccccc1Br)N(CC(O)COCc1ccccc1)C1CC1 (stereo not drawn)	-13	-4
CCOC(=O)C1(Cc2ccc(O)cc2)NC(c2ccccc2F)C2C(=O)N(C)C(=O)C21 (stereo not drawn)	-15	-4
O=C(NCC(c1ccco1)N1CCN(c2ccccc2)CC1)C(=O)NC1CCCC1 (stereo not drawn)	2	-3
COc1cc(NC(=S)N2CCN(S(=O)(=O)c3ccc(C)cc3)CC2)cc(OC)c1	11	0
CCN(c1ccccc1)S(=O)(=O)c1ccc(Cl)c(NC(=O)CNCc2ccccc2OC)c1	-9	-2
O=C(CCNS(=O)(=O)c1ccc2nsnc2c1)N1CCN(c2ccncc2)CC1	-20	-3
O=C(Nc1cc2c(cc1Cl)-c1ccc([N+](=O)[O-])cc1C2=NO)C(F)(F)F	-4	4
Cc1cccc(NC(=O)Cn2nnc3sc4c(c3c2=O)CC(C)(C)OC4)c1	-10	-1
Cc1cc(OCC(=O)Nc2nnc(C3CC3)s2)ccc1C(C)C	-20	0
COCCCNC(=O)c1ccc(Cn2c(=O)[nH]c3ccccc3c2=O)cc1	-6	5
c1coc(CNc2nc(N3CCCCC3)nc3ccccc23)c1	27	25
CC(O)(c1ccc(F)c(F)c1)c1nc(-c2cccc(C(F)(F)F)c2)cs1 (stereo not drawn)	-10	-1
Cc1ccc(NC(=O)C2CCCCC2C(=O)O)cc1Cl (stereo not drawn)	-22	3
CC(C)C(=O)N1CCCC1(C)C(=O)NCc1ccccn1 (stereo not drawn)	7	-15
Nc1nc(-c2ccccc2)cn1/N=C/c1ccccc1	1	2
Cc1cncc(NCc2cccc(Cl)c2)n1	-2	-2
CN(C(=O)COC(=O)CSc1cc(Cl)ccc1Cl)c1c(N)n(Cc2ccccc2)c(=O)[nH]c1=O	-1	-7
CCCCN1C(=O)C(=O)N(CC(=O)c2ccc3c(c2)CCCC3)C1=O	-2	-2
COc1cc(OC)cc(C(=O)NCC(=O)OCc2ccc(Cl)c(Cl)c2)c1	23	-10
CN(C)C(CNC(=O)c1ccc2c(=O)n(-c3ccccc3F)c(=S)[nH]c2c1)Cc1ccccc1 (stereo not drawn)	15	-4
CC1(C)Cc2ccccc2C(NNC(=O)c2ccc(Br)o2)=N1	10	-2
C/C(=N\Nc1ccccc1)c1cccc(N)c1	6	-1
NS(=O)(=O)c1ccc(OC(=O)CNC(=O)OCc2ccccc2)cc1	-5	4
Cc1ccc(OC(=O)CCC(=O)Nc2ccc(Br)cc2)cc1	-5	10
COc1ccccc1Oc1ccc(N/C=C/C(=O)c2ccco2)cc1	-1	8

Six consecutive entries out of the list so far, for reference:
SMILES	TAG inh	TAG inh DAPI viability
CC(C)NC(=O)C1(c2ccccc2)CCOCC1	5	-3
C[C@H]1[C@H]2c3nc4ccccc4n3C[C@H]1ON2C1CCCCC1	-1	-10
CCN1C(=O)C(C)S/C1=N\S(=O)(=O)c1ccc(Cl)s1 (stereo not drawn)	1	1
CC1Sc2ccc(C(=O)N3CCCC(C(F)(F)F)C3)cc2NC1=O (stereo not drawn)	12	4
CSC(=NNC(=O)c1ccc(O)cc1)SC	6	-4
CSc1ccc(-c2nc(CN(C)C3CCOC3)c(C)o2)cc1 (stereo not drawn)	2	3

Returning to the listing, repeating the 3 entries before the break.
SMILES	TAG inh	TAG inh DAPI viability
NS(=O)(=O)c1ccc(OC(=O)CNC(=O)OCc2ccccc2)cc1	-5	4
Cc1ccc(OC(=O)CCC(=O)Nc2ccc(Br)cc2)cc1	-5	10
COc1ccccc1Oc1ccc(N/C=C/C(=O)c2ccco2)cc1	-1	8
Cc1sc2ncnc(NCc3ccco3)c2c1C	-18	8
CCOc1ccc(NC(=O)CSc2nnnn2C2CC2)cc1S(=O)(=O)N1CCCC1	-5	-4
CC1(C)CC(=O)C2=C(C1)NCN(Cc1ccc3c(c1)OCO3)C2	3	-3
CC(C)n1c(=NC(=O)c2ccco2)c(C#N)cc2c(=O)n3ccccc3cc21	0	22
CCOC(=O)n1c(=O)n(Cc2ccccc2Cl)c2ccccc21	16	-4
COc1ccccc1C(O)(C(=O)NNc1cccc(C)c1)c1ccccc1OC	-24	0
COc1cccc(CN2CCNC(=O)C2CC(=O)NCCn2cccn2)c1OC (stereo not drawn)	6	3
Nc1nc(SCC(=O)Nc2cc(Cl)ccc2Cl)n[nH]1	28	-26
Nc1cc2c(cc1Cl)-c1ccc([N+](=O)[O-])cc1C2=NO	-9	8
C=CCn1c(SCC(=O)NC(=O)NCc2ccco2)nc2sc(CC)cc2c1=O	22	-1
CCOC(=O)C1(CC2CCCCO2)CCN(Cc2nccn2-c2ccc(OC)cc2)CC1 (stereo not drawn)	2	-4
CCOC(=O)C1=C(CC)Nc2ccccc2N/C1=N\S(=O)(=O)c1cccc(C(C)=O)c1	8	-3
O=[N+]([O-])c1ccc(OCCCOc2cccc3cccnc23)cc1	-15	-4
CC(=O)c1ccccc1NC(=O)C1CC(=O)N(c2ccc3c(c2)OCCO3)C1 (stereo not drawn)	-5	3
Cc1ccc(S(=O)(=O)CCc2nnc(NC(=O)C3CCCO3)s2)cc1 (stereo not drawn)	-6	8
N#Cc1c(NCCCO)nc(-c2ccco2)c2c1CCCC2	12	14
O=C(COC(=O)Cc1ccsc1)NCC12CC3CC(CC(C3)C1)C2	8	3
CCN(CC)CCn1c(NS(=O)(=O)c2ccc(C)cc2)nc2ccccc21	-8	7
C/C(=N\NC(=S)NC(C)C)c1ccc(Cl)c([N+](=O)[O-])c1	-1	-3
O=C(c1ccc2c(=O)n(Cc3ccco3)c(=S)[nH]c2c1)N1CCN(Cc2ccccc2)CC1	-8	-13
COc1ccc(C2CCCN2C(=S)Nc2ccc(C)c(C)c2)cc1OC (stereo not drawn)	-1	-10
COc1cccc(C(NC(C)=O)c2nc(-c3ccc(OC)nc3)cs2)c1 (stereo not drawn)	-2	-3
Cc1ccc(-c2n[nH]c(=S)n2C)cc1Cl	-10	1
COc1cccc(C(NC(C)=O)c2nc(-c3ccncc3)cs2)c1 (stereo not drawn)	-20	20
CCC(=O)N(c1nnc(SCC(=O)NN2C(=O)NC3(CCCCC3)C2=O)s1)C1CC1	-2	-2
Next section.
SMILES	TAG inh	TAG inh DAPI viability
Nc1ccccc1SCC(=O)Nc1cccc2ccccc12	-11	5
CNc1oc(-c2ccc(OCc3ccccc3)cc2)nc1C#N	19	-1
O=c1[nH]c(CSc2ncc(C(F)(F)F)cc2Cl)nc2ccccc12	8	-2
O=C(N/N=C1\CCc2ccccc21)c1ccncc1	6	3
CC1CCCCC1NC(=O)Cn1cnc2c1c(=O)n(C)c(=O)n2C (stereo not drawn)	-14	-1
CC(Sc1nnc(-c2ccc(O)cc2)o1)C(=O)Nc1cccc2ccccc12 (stereo not drawn)	14	-16
Cn1cc(C(=O)C(=O)NC2CC2)c2ccccc21	-5	6
Cc1cccc2cc(C#N)c(SCC(=O)NNC(=O)Cc3ccccc3)nc12	71*	-33*
CNC(=O)c1[nH]cnc1C(=O)N[C@@H](Cc1ccccc1)C(=O)OC(C)(C)C	11	-10
CCOCCn1c(CC)nc2ccccc21	-3	-15
COc1cccc2cc(C(=O)OCC(=O)NC3CCCC(C)C3C)c(=O)oc12 (stereo not drawn)	-3	11
CCn1c2ccccc2c2cc(/C=N/NC(=O)c3ccncc3)ccc21	10	-10
CCN(CC)CCCC(C)Nc1nccc2c(Cl)cccc12 (stereo not drawn)	-3	17
COc1ccc([N+](=O)[O-])cc1NS(=O)(=O)c1cccc(C(=O)O)c1	-9	9
CCOc1ccccc1NC(=O)COC(=O)c1c[nH]c2ccccc12	-25	12
CC(=O)c1cccc(NC(=O)[C@@H](NC(N)=O)C(C)C)c1	-2	-7
Cc1nn(Cc2n[nH]c(=S)n2Cc2ccccc2)c(C)c1Cl	17	-6
CC1CC(C)CN(CC(=O)NC(c2ccccc2)c2ccccc2)C1 (stereo not drawn)	-9	4
COc1ccccc1CNC(=O)c1ccc(Cl)c(S(=O)(=O)N2CCCC2)c1	-23	-9
COCCNC(=O)CC(=O)N/N=C/c1ccc(C(=O)OC)cc1	-7	-2
CCOC(=O)N1CCN(C(c2ccc(F)cc2)c2sc3nc(C)nn3c2O)CC1 (stereo not drawn)	-1	-1
CCOC(=O)c1sc(Nc2nc(C)cc(OC)n2)nc1C	6	13
CCOC(=O)c1sc2ncnc(N3CCN(C)CC3)c2c1C	3	5

This is a subset (hit frequency here may not be typical).
